MgcRacGAP inhibition: MgcRacGAP GTPase-activating activity inhibitors, confirmation, biochemical, ADP Hunter fluorescence; MgcRacGAP-stimulated Rac1 GTP hydrolysis, ADP Hunter fluorescence; higher % means a stronger effect; GST-tagged Rac1 F28L mutant substrate; inhibition, % at 30 µM; hits with a dose series show IC50 in µM; 340,000 tested, 0.6% active; AID 624330;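 active = first-screen hits whose inhibition reached a set limit at any dose in the follow-up dose series; inconclusive = inhibition above the set first-screen limit but never retested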;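 also: fluorescence reports GDP produced by GAP-driven GTP hydrolysis; strong numbers were not always called active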
NTR1 agonist: agonists of NTR1, primary screen, imaging, U2OS cells, beta-arrestin-GFP, high content (AID 493036). 330,000 tested, 0.17% active. activation, % at 20 µM. NTR1-U2OS beta-arrestin-GFP spot imaging, agonist mode;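 active = activation at or above 40% of the spot to cytoplasm intensity ratio, with at least 20 cells analyzed; inconclusive = wells under 20 cells, flagged as cytotoxic or low count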;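 also: 0% = DMSO without peptide and 100% = 100 nM NTR1 peptide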
Target sequence (P30989 whole entry, looked up): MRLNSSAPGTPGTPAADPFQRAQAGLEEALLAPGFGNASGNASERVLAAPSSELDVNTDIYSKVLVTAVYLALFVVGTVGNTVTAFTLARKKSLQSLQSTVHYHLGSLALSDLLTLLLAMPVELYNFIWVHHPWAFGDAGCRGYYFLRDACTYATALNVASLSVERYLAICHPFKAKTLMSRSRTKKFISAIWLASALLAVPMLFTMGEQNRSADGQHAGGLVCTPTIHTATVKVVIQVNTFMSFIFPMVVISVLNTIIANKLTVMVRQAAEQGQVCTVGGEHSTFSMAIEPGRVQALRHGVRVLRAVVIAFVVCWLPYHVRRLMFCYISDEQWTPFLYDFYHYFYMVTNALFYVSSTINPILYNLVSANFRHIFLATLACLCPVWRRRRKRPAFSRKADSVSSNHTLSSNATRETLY
Myeloid diff MLP: promotes myeloid progenitor differentiation | calls only at 10 µM | ER-HoxA9 myeloid progenitors, lysozyme-GFP differentiation, flow cytometry | 360,000 tested, 1% active;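 active = normalized GFP-positive differentiation at or above the plate's own cutoff, the solvent-only control mean plus 3 SD; inconclusive = no clear call, values can overlap the other calls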;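 also: cells exposed to compound for four days before flow analysis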
NTR1 agonist cell count 20 µM: further read-out of NTR1 agonist, marked with its call; cell count; measured here: cell count, cytotoxicity flag
Myeloid diff MLP GFP+ MAC1+ %: also measured in Myeloid diff MLP; calls as there; GFP+ MAC1+ double positive, %; measured here: differentiation confirmed by MAC1 staining
* hit, by the source's call; i = inactive; ? = inconclusive; · = no result given; + = active, no number. This is a subset, so the mix of outcomes need not match the whole.

smiles,MgcRacGAP inhibition,NTR1 agonist,NTR1 agonist cell count 20 µM,Myeloid diff MLP,Myeloid diff MLP GFP+ MAC1+ %
COc1ccc(C(=O)COC(=O)C2CCN(c3ccc(C(F)(F)F)cn3)CC2)c(OC)c1,9.0%,1.8,52,i,0.4
O=C(COC(=O)/C=C/c1ccc(F)cc1)NC1CCCC1,5.2%,0.2,65,i,1.0
CCC[C@@H](CN1CCC[C@H]1CN1C(N)=NC[C@H]1CC(C)C)N1C[C@@H]([C@H](C)CC)N(CCCC2CCCC2)C1=N,11.6%,0.1,55,i,1.2
CCN(CC(=O)Nc1cc(Cl)ccc1C)C(=O)C1CC1,3.9%,1.3,42,i,1.2
CC(C)(C)OC(=O)NCC(=O)NNC(=O)C(C(=O)OCc1ccccc1)c1ccccc1 (stereo not drawn),0.3%,0.5,51,i,1.2
C[C@@H]1CN([C@H](C)CO)C(=O)c2cccc(NC(=O)Nc3ccc(C(F)(F)F)cc3)c2O[C@H]1CN(C)S(=O)(=O)c1cccs1,0.6%,0.6,50,i,1.3
NS(=O)(=O)c1cc(C(=O)OCCNC(=O)c2ccccc2)c(Cl)cc1Cl,5.1%,1.8,44,i,0.8
COC(=O)[C@]1(C)N[C@H](CN(C)S(=O)(=O)c2ccc(C(C)(C)C)cc2)[C@@H]2C(=O)N(C)C(=O)[C@@H]21,3.1%,-1.7,41,i,2.1
C[C@H]1CN([C@@H](C)CO)C(=O)c2cccc(NC(=O)c3ccncc3)c2O[C@H]1CN(C)C(=O)Nc1ccccc1,21.8%,0.3,66,i,1.8
O=C(Nc1cc(-c2ccccc2)nn1C1CCCCC1)c1ccc(Cl)cc1,8.9%,4.6,64,i,0.9
CC1CCCCC12NC(=O)N(CC(=O)OCC(=O)NCc1ccc(F)cc1)C2=O (stereo not drawn),-1.8%,-2.8,44,i,1.0
Cc1cc(C)cc(NC(=O)CSc2nc3nc(C)cc(C)c3c(=O)[nH]2)c1,6.3%,4.3,57,i,0.0
CCSc1nnc(NC(=O)C2CSC3(C)CCC(=O)N23)s1 (stereo not drawn),-4.1%,0.4,64,i,0.8
CCCOc1ccc(C2C(C(=O)c3ccc(C)o3)=C(O)C(=O)N2CCCn2ccnc2)cc1 (stereo not drawn),-0.2%,-2.1,51,i,1.5
O=C(COc1ccccc1Cl)N1CCNC1=O,4.9%,0.3,52,i,0.7
Cc1cccc(NC(=O)CSc2nccn2C)c1,11.8%,-0.2,30,i,0.9
COc1ccc(C(=O)OCC(=O)N2CCCCCC2)cc1S(=O)(=O)N1CCOCC1,7.0%,-0.4,65,i,0.2
O=S(=O)(c1ccccc1)[C@@]1(c2ccc(Br)cc2)C[C@@H]2ON=C(c3ccccc3)[C@@H]2C1,6.8%,3.5,84,i,1.7
CC(=O)c1c(C)[nH]c(C(=O)COC(=O)CN2C(=O)C3CCCCC3C2=O)c1C (stereo not drawn),6.2%,0.1,48,i,0.4
O=C(COc1ccc2c(-c3ccccc3)cc(=O)oc2c1)NC1CCS(=O)(=O)C1 (stereo not drawn),2.2%,-0.8,43,i,2.9
COc1cc(/C=C/C(=O)OCC(=O)Nc2c(C)n(C)n(-c3ccccc3)c2=O)cc(OC)c1OC,-6.6%,-0.1,67,i,1.3
Cc1ccc(NC(=O)CN(C)C(=O)Cc2c[nH]c3ccccc23)cc1,2.4%,4.6,43,i,1.1
CC(=O)N1CCc2cc(S(=O)(=O)NCCC3=CCCCC3)ccc21,6.2%,-0.7,66,i,1.9
Cc1ccc(CC(NC(=O)c2ccc(C)cc2)C(=O)O)cc1 (stereo not drawn),6.0%,1.2,68,i,1.4
CCOC(=O)C1=CN2CCC[C@H]2CC1=O,7.0%,-0.6,63,i,1.1
Oc1cc(NCCN2CCOCC2)cc2cccnc12,-1.4%,2.5,38,i,1.6
O=Cc1ccc(C(=O)OCC(=O)NC(=O)Nc2ccccc2F)cc1,-1.8%,-0.3,56,i,0.9
Nc1ccc(N2CCCC2)c(S(=O)(=O)Nc2cccc(C(F)(F)F)c2)c1,120µM*,1.3,55,+,26.3*
CCN(CC)S(=O)(=O)c1ccc(O)c(C(=O)OCC(=O)NC23CC4CC(CC(C4)C2)C3)c1,1.8%,-1.4,43,i,1.6
Cc1noc(C)c1NC(=O)Nc1ccc2c(c1)C(=O)N([C@H](C)CO)C[C@H](C)[C@@H](CN(C)C(=O)NC(C)C)O2,9.2%,0.2,59,i,0.5
COc1c2ccoc2cc2oc(=O)ccc12,3.0%,-1.7,63,i,3.0
CCC(NC(=O)CCC(=O)N1CCN(S(=O)(=O)c2ccc(C)cc2)CC1)c1ccc(C)cc1 (stereo not drawn),-0.2%,6.9,50,i,2.1
Cc1ccccc1OCC(=O)Nc1ccc(N2CCOCC2)cc1N1CCOCC1,4.8%,3.1,67,i,1.0
C[C@H](CO)N1C[C@H](C)[C@@H](CN(C)S(C)(=O)=O)Oc2ccc(NC(=O)Nc3ccc(C(F)(F)F)cc3)cc2C1=O,17.4%,2.3,64,i,0.8
COc1ccc2c(c1)[C@H]1[C@H](CO2)[C@H](c2ccccc2)[C@]2(C)C(=O)Nc3cc(F)c(F)cc3C(=O)N12,-1.3%,-5.0,97,i,1.9
Cc1ccc(OCC(=O)OCC(=O)Nc2ccc3c(c2)OCO3)cc1C,1.2%,-0.7,51,i,1.1
COc1ccc(-c2cc(CN3C(=O)c4ccccc4C3=O)on2)cc1,1.6%,-0.5,45,i,8.7
CCOC(=O)C1CCCN(C(=O)c2ccc(C(=O)c3ccccc3)cc2)C1 (stereo not drawn),-0.9%,-0.4,72,i,0.4
COc1ccc(C(=O)NC(=O)CSc2n[nH]c(N)n2)cc1,6.3%,1.9,52,i,1.5
O=C(COC(=O)/C=C/c1cccc(C(F)(F)F)c1)NCCN1C(=O)CSC1=O,1.1%,6.9,57,i,0.5
O=C(COC(=O)COc1ccc(Cl)cc1)NC1CCS(=O)(=O)C1 (stereo not drawn),1.0%,-0.3,58,i,0.8
Cc1ccc(C(=O)Nc2ccc(N3CCCCC3)cc2)cc1,7.0%,0.8,61,i,0.6
COc1ccc(Cl)cc1NS(=O)(=O)c1cccc(C(=O)NCC(C)(C)N2CCOCC2)c1,3.9%,1.4,57,i,0.9
O=C(NC(=S)Nc1ccc(O)cc1)C1CCCC1,29.6µM*,3.9,63,i,0.2
Cc1cc(C(=O)N2CCN(c3ncccn3)CC2)sc1-c1ccccc1,1.2%,4.8,53,i,3.4
O=C1C=C(/C=C/c2ccccc2)C[C@@H](c2ccc3c(c2)OCO3)C1,4.8%,10.7,47,i,0.3
NC(=O)c1ccc(N=Cc2c(O)ccc3ccccc23)cc1,9.1%,0.8,66,i,0.5
Cc1nc(N)nc(N)c1CCCc1ccc(Cl)c(Cl)c1,-3.6%,3.8,56,?,·
CCn1nc(C(=O)NCC2COc3ccccc3O2)c2ccccc2c1=O (stereo not drawn),-0.4%,3.1,59,i,0.4
N#CC1(NC(=O)CSc2nnc3n2CCCCC3)CCCCC1,4.5%,-1.4,57,i,0.3
COC(=O)Nc1ccc(S(=O)(=O)N2CCC(C(=O)NCc3ccc4c(c3)OCO4)CC2)cc1,-1.6%,-0.2,56,i,0.5
C[C@]12c3[nH]c4cc(-c5ccco5)ccc4c3CCN1C(=O)[C@@H](CC(=O)NCCN1CCOCC1)C[C@@H]2C(=O)N1CCOCC1,11.7%,3.5,66,+,2.4*
CCOc1ccc(OCCSc2ccc(S(=O)(=O)N3CCN(C)CC3)cn2)cc1,2.3%,1.1,72,i,1.3
COc1cccc(NC(=O)CN(C)C(=O)C(C)Sc2ccccc2)c1 (stereo not drawn),14.8%,0.8,60,i,0.8
CSc1nc2ccc(NC(=O)COc3ccccc3F)cc2s1,-2.9%,1.8,60,i,0.4
Cc1cccn2c(=O)c3cc(C(=O)N4COCC4(C)C)n(Cc4ccccc4)c3nc12,12.7%,7.8,74,i,0.8
COc1ccccc1NCC(=O)NC(=O)NC1CCCCC1,0.6%,-1.2,52,i,1.1
CC(C)(C)OC(=O)C1=C(CO)CS[C@@H]2[C@H](NC(=O)Cc3ccccc3)C(=O)N12,11.6%,-1.7,58,i,1.9
CCCn1c(N)c(C(=O)CSc2nncs2)c(=O)[nH]c1=O,4.6%,-0.2,72,i,0.2
O=C(Nc1cccc(S(=O)(=O)Nc2ccccc2F)c1)c1ccco1,0.7%,1.6,59,i,1.5

New compounds follow
smiles,MgcRacGAP inhibition,NTR1 agonist,NTR1 agonist cell count 20 µM,Myeloid diff MLP,Myeloid diff MLP GFP+ MAC1+ %
CCN(CC)C(=O)c1[nH]cnc1C(=O)NCc1ccccc1,8.3%,0.8,46,i,0.4
Cc1ccc(S(=O)(=O)N2CCN(C(=O)COC(=O)CSc3cc(C)ccc3C)CC2)c(C)c1,-2.2%,-1.3,59,i,0.8
Cc1ccc(NC(=O)CSCC(=O)N(C)CCOc2ccc(Cl)cc2)cc1,0.3%,1.2,51,i,0.8
O=C(c1ccc(F)c(S(=O)(=O)N2CCOCC2)c1)N1CCN(c2ccc(F)cc2)CC1,5.1%,5.5,63,i,0.4
CCNC(=O)c1ccc(NC(=O)CC2SC(N3CCCCC3)=NC2=O)cc1 (stereo not drawn),4.4%,-1.4,65,i,0.9
O=C(NN=Cc1ccc(F)cc1)c1ccccc1NS(=O)(=O)c1cccs1,5.3%,-0.3,64,i,0.4
O=C(O)C1CCCCN1C(=O)c1ccc(S(=O)(=O)N2CCCCCC2)cc1 (stereo not drawn),6.1%,-3.1,63,i,0.2
C=CC[C@@H](CC(=O)OC(C)(C)C)C(=O)OC[C@@H]1CCCN1C(=O)[C@@H](CC=C)CC(=O)N(CCO)Cc1ccccc1,2.6%,2.7,49,i,0.6
CN(C(=O)COC(=O)c1ccc(Br)c(S(=O)(=O)N2CCOCC2)c1)C1CCCCC1,0.7%,0.8,53,i,0.5
CC1(C)Cc2c(C#N)c(SCC(=O)O)nc(N3CCOCC3)c2CO1,10.0%,-0.3,56,i,0.8
Cc1nnc(SCC(=O)N(CCC#N)c2ccc3c(c2)OCCO3)s1,7.2%,-0.3,86,i,0.5
CC(C)[C@H](NS(=O)(=O)c1ccccc1F)C(=O)NC1CCCCC1,5.1%,2.4,72,i,2.0
COc1cc(C(=O)NCC2CCCO2)ccc1OCc1ccc(Cl)cc1 (stereo not drawn),3.5%,-2.4,62,i,1.8
Cc1c(C(=O)N2CCC2)oc2c(F)cccc12,-3.4%,0.1,55,i,1.3
O=C(COc1cccnc1[N+](=O)[O-])Nc1cccc2ccccc12,-6.2%,4.8,47,i,0.9
O=C1C=C(c2ccc(C(=O)O)c(Cl)c2)C[C@@H](c2ccc3c(c2)OCO3)C1,8.2%,-0.9,56,i,2.6
Cc1ccc(NC(=O)COC(=O)CN2CCCCCC2=O)cc1C,1.6%,0.3,62,i,0.3
COc1cccc(NC(=O)CN(C)CC(=O)NCc2ccco2)c1,-0.4%,-2.2,46,i,0.4
CCCCN(C(=O)Cc1ccc2c(c1)OCCO2)c1c(N)n(CCC)c(=O)[nH]c1=O,1.9%,3.3,52,i,0.8
O=C(NNC(=O)c1ccccc1Br)c1cnccn1,0.1%,1.0,63,i,1.5

Record cards (already shown). Values in the order: MgcRacGAP inhibition, NTR1 agonist, NTR1 agonist cell count 20 µM, Myeloid diff MLP, Myeloid diff MLP GFP+ MAC1+ %
`Cc1cc(C)cc(NC(=O)CSc2nc3nc(C)cc(C)c3c(=O)[nH]2)c1` as listed: 6.3%, 4.3, 57, i, 0.0
`CC1CCCCC12NC(=O)N(CC(=O)OCC(=O)NCc1ccc(F)cc1)C2=O` (stereo not drawn) as listed: -1.8%, -2.8, 44, i, 1.0

New compounds follow.
smiles,MgcRacGAP inhibition,NTR1 agonist,NTR1 agonist cell count 20 µM,Myeloid diff MLP,Myeloid diff MLP GFP+ MAC1+ %
NC(=O)c1ccc(-c2noc(-c3cccc(Cl)c3)n2)cc1,8.1%,3.5,63,i,1.2
Cc1sc2ncn(CC(=O)NC3CCCCC3)c(=O)c2c1C,-1.9%,1.2,70,i,0.5
C[C@@]12C(=O)Nc3ccc(F)cc3C(=O)N1[C@H]1c3cc(Cl)ccc3OC[C@@H]1[C@@H]2c1ccccc1,5.9%,1.2,58,i,0.7
CN1CCC(N(C)C(=O)c2cc(-c3ccc(F)cc3)nc3ccccc23)CC1,4.2%,0.7,51,i,2.6
CCC(COC(=O)c1ccccc1)Oc1cc(NCc2ccccc2)c2ncn(C(C)C)c2c1 (stereo not drawn),6.5%,9.5,59,i,2.2
COC(=O)[C@]1(Cc2ccccc2)N[C@H](CN(C)S(=O)(=O)c2ccc(C(C)(C)C)cc2)[C@@H]2C(=O)N(C)C(=O)[C@@H]21,0.8%,3.6,60,i,3.1
c1ccc(COc2ccc3nocc3c2)cc1,11.2%,0.0,87,i,1.1
CCOC(=O)C(CN1CCCC1)c1ccccc1 (stereo not drawn),12.3%,2.1,99,i,0.8

Screening results as filed in PubChem.
